Pf Dd2 growth = P. falciparum Dd2 growth inhibitors, primary screen, SYBR Green fluorescence, single dose replicates. 72 h; hits give low values. activity change, % at 10 µM. AID 1159554, 2015. hit rate 2.3% among 94,000; in the data active = activity change below about -80%
T cruzi growth = T. cruzi intracellular proliferation inhibitors, primary screen, cell-based, beta-gal Tulahuen parasites, NIH3T3 host, luminescence | hit rate 5.9% among 77,000 | inhibition, % at 8.34 µM | T. cruzi beta-gal in NIH3T3, GalScreen luminescence, 90 h;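 active = mean inhibition above about 93%, with at least 55% of replicates each passing it, limit read from the data, passing the limit was not always enough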
KDM4C inh = inhibitors of GASC-1 (KDM4C) histone demethylase, primary screen, biochemical, single concentration HTS; Lysine-specific demethylase 4C (Homo sapiens), Q9H3R0; AID 720574, 2013; hit rate 0.15% among 96,000; GST-KDM4C 2-372, H3K9me3 peptide, LANCE TR-FRET; inhibition, % at 12.5 µM;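 active = mean replicate inhibition above about 25%, with at least 55% of replicates also reaching it, limit read from the data, passing the limit was not always enough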
Target sequence (Q9H3R0 2-372 limits assumed): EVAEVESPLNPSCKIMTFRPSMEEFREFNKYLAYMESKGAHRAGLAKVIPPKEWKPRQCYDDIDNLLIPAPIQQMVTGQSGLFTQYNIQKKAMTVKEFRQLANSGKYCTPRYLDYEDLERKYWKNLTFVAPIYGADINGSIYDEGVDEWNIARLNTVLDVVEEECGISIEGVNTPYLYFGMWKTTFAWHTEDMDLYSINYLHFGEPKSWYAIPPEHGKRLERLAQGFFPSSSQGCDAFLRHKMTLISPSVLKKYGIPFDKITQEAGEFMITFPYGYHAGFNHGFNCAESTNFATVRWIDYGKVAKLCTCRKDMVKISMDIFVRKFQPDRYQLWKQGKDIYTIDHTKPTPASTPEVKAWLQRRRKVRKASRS
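Material: N-terminal GST-fused human GASC-1 (KDM4C) fragment, residues 2-372. Input: 10 nM enzyme. Incubation: enzyme reaction 30 min, then detection 60 min, both room temperature. Doses: one test concentration per compound. Read-out basis: inhibition from TR-FRET ratio decrease. Detection: LANCE TR-FRET, excitation 340 nm, emissions 618 and 671 nm.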
C diff HTS = C. difficile growth inhibitors, primary screen, HTS | hit rate 0.25% among 86,000 | AID 1259249, 2017 | growth activity, negative = inhibition, % at 16 µg/mL (by protocol) | Clostridium difficile clinical isolate growth, OD600, 24 h; hits give low values;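 active = mean growth activity at or below -80% and every replicate also at or below -80%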;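 also: 0% = DMSO wells and -100% = levofloxacin 16 µg/mL wells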
* marks the source's active call; other numbers are inactive results; nt = not tested or not shown; & = joins results of further samples.

Molecule	Pf Dd2 growth	T cruzi growth	KDM4C inh	C diff HTS
C[C@H](CO)N1C[C@H](C)[C@H](CN(C)S(C)(=O)=O)Oc2ccc(NS(=O)(=O)c3cn(C)cn3)cc2CC1=O	25	15	1.9	-5
C[C@@H]1CN([C@@H](C)CO)S(=O)(=O)c2ccc(-c3ccccc3)cc2O[C@H]1CN(C)CC1CCCC1	-78	96*	2.0	9
C[C@@H]1CN([C@H](C)CO)C(=O)CCCn2cc(nn2)CO[C@@H]1CN(C)C	17	29	-0.5	1
C[C@H]1CN([C@@H](C)CO)C(=O)CCCn2cc(nn2)CO[C@@H]1CN(C)S(=O)(=O)c1cn(C)cn1	0	3	nt	nt
O=C(C[C@H]1CC[C@H](NC(=O)Nc2cc(F)ccc2F)[C@H](CO)O1)NCc1ccncn1	-5	-40	1.2	5
COc1ccc(NC(=O)Nc2ccc3c(c2)C(=O)N([C@@H](C)CO)C[C@H](C)[C@@H](CN(C)C(=O)Nc2cccc4ccccc24)O3)cc1	8	66	1.7	7
CCC(=O)N(C)C[C@H]1Oc2cc(-c3ccc(C#N)cc3)ccc2S(=O)(=O)N([C@@H](C)CO)C[C@H]1C	-20	35	-2.2	0
C[C@@H]1CN([C@@H](C)CO)C(=O)c2cc(C#CCc3ccccc3)cnc2O[C@@H]1CN(C)C(=O)Cc1cccnc1	-21	50	6.5	3
C/C=C/c1ccc([C@@H]2[C@@H](CO)N(C(=O)c3cnccn3)C23CN(C(=O)C2CCC2)C3)cc1	8	nt	-0.5	-8
C[C@@H]1CN([C@H](C)CO)C(=O)c2c(c3ccccc3n2C)-c2ccccc2CO[C@@H]1CN(C)Cc1ccc2c(c1)OCO2	-59	nt	-0.4	30
C[C@H]1CCCCO[C@H](CN(C)C(=O)c2ccncc2)[C@@H](C)CN([C@@H](C)CO)C(=O)c2cc(NS(C)(=O)=O)ccc2O1	29	20	-0.8	3
O=C(c1ccc(F)cc1)N1CC(=O)N2[C@H](C1)[C@@H](c1ccc(C#CC3CCCCC3)cc1)[C@@H]2CO	-48	nt	-0.4	2
C[C@H](CO)N1C[C@H](C)[C@@H](CN(C)Cc2ccc3c(c2)OCO3)Oc2c(NC(=O)C3CC3)cccc2C1=O	-37	36	-0.1	0
C[C@H]1CN([C@@H](C)CO)C(=O)c2cc(-c3cccc(F)c3)cnc2O[C@H]1CN(C)Cc1ccccn1	21	nt	1.5	-1
CCCC(=O)Nc1ccc2c(c1)C(=O)N(C)C[C@H](OC)[C@@H](C)CN(CCC(F)(F)F)[C@H](C)CO2	-25	58	1.6	4
CCCNC(=O)Nc1ccc2c(c1)C(=O)N(C)C[C@@H](OC)[C@@H](C)CN(CCC)[C@H](C)CO2	18	-21	1.6	2
COc1ccc(NC(=O)N(C)C[C@H]2Oc3ccc(NC(=O)CCN4CCOCC4)cc3C(=O)N([C@H](C)CO)C[C@H]2C)cc1	14	-10	0.1	0
C[C@H]1CN([C@@H](C)CO)C(=O)c2cccc(NC(=O)c3cnccn3)c2O[C@@H]1CN(C)S(=O)(=O)c1cn(C)cn1	14	-8	0.0	5
CC(C)CC#Cc1ccc2c(c1)O[C@@H](CN(C)C(=O)c1ccccc1F)[C@H](C)CN([C@H](C)CO)S2(=O)=O	-71	54	-2.0	-1
CC(C)NC(=O)Nc1ccc2c(c1)C(=O)N(C)[C@@H]1CC[C@H](CC(=O)NCC(F)(F)F)O[C@H]1CO2	11	-8	1.1	1
O=S(=O)(NCC[C@@H]1CC[C@@H](NS(=O)(=O)c2cccc(F)c2)[C@H](CO)O1)c1cccc(F)c1	21	nt	-2.4	-13
COc1ccc(CN(C)C[C@H]2Oc3ccc(NS(=O)(=O)c4c(C)noc4C)cc3CC(=O)N([C@H](C)CO)C[C@@H]2C)cc1	-28	106*	1.1	8
COc1ccc(S(=O)(=O)Nc2ccc3c(c2)C(=O)N([C@H](C)CO)C[C@H](C)[C@@H](CN(C)S(=O)(=O)c2cn(C)cn2)O3)cc1	-4	8	nt	0
CO[C@H]1CN(C)C(=O)c2cc(NC(C)=O)ccc2OC[C@@H](C)N(Cc2ccccc2C(=O)O)C[C@H]1C	43	-18	0.0	nt
COc1ccc(-c2cn(CC[C@H]3CC[C@H](NS(=O)(=O)c4ccccc4C)[C@H](CO)O3)nn2)cc1	-6	9	-1.7	-5
C[C@H](NC(=O)C[C@@H]1C=C[C@H](NC(=O)C2CCC2)[C@H](CO)O1)c1ccccc1	-3	-43	-1.2	nt
Cc1cccc(-c2ccc([C@H]3[C@H]4CN(C(=O)NC(C)C)CCCCN4[C@H]3CO)cc2)c1	18	99*	-1.0	-7
CCN(C[C@@H]1[C@H](c2ccccc2)[C@H](CO)N1C(=O)COC)S(C)(=O)=O	3	-8	4.0	6
CNC(=O)C[C@@H]1CC[C@@H]2[C@H](COc3ccc(NC(=O)c4cnccn4)cc3C(=O)N2C)O1	12	-18	0.7	-5
C[C@@H]1CCCCO[C@H](CN(C)C(=O)Nc2ccc3c(c2)OCO3)[C@@H](C)CN([C@@H](C)CO)C(=O)c2cc(NS(C)(=O)=O)ccc2O1	-10	-13	1.7	1
CN(C)C(=O)C[C@@H]1C[C@H]2c3cc(NC(=O)Nc4ccc(F)cc4)ccc3O[C@H]2[C@@H](CO)O1	2	-17	1.4	-10
C[C@@H]1CN([C@@H](C)CO)C(=O)c2cc(NC(=O)NC3CCCCC3)ccc2O[C@@H](C)CCCCO[C@H]1CN(C)C(=O)Nc1cccc2ccccc12	-52	53	-1.0	-3

The list goes on, overlapping the part above by two compounds.
SMILES | Pf Dd2 growth | T cruzi growth | KDM4C inh | C diff HTS
CN(C)C(=O)C[C@@H]1C[C@H]2c3cc(NC(=O)Nc4ccc(F)cc4)ccc3O[C@H]2[C@@H](CO)O1 | 2 | -17 | 1.4 | -10
C[C@@H]1CN([C@@H](C)CO)C(=O)c2cc(NC(=O)NC3CCCCC3)ccc2O[C@@H](C)CCCCO[C@H]1CN(C)C(=O)Nc1cccc2ccccc12 | -52 | 53 | -1.0 | -3
N#C[C@@H]1[C@H](c2ccc(-c3cccnc3)cc2)[C@@H](CO)N1C(=O)C1CC1 | 43 | 57 | 0.2 | 4
C[C@@H]1CN([C@H](C)CO)C(=O)c2cc(NC(=O)Nc3cccc4ccccc34)ccc2O[C@@H](C)CCCCO[C@@H]1CN(C)S(=O)(=O)c1ccccc1 | -93* | nt | nt | 2
C[C@H]1CN([C@@H](C)CO)S(=O)(=O)c2ccc(C3=CCCCC3)cc2O[C@@H]1CN(C)C(=O)C1CCC1 | -14 | 94 | 1.1 | -14
Cc1ccc(S(=O)(=O)N(C)C[C@H]2Oc3ccc(NC(=O)Cn4cnnn4)cc3C(=O)N([C@H](C)CO)C[C@@H]2C)cc1 | -23 | 2 | -4.4 | 2
CCCC#Cc1ccc2c(c1)O[C@H](CN(C)C(=O)c1cccnc1)[C@@H](C)CN([C@H](C)CO)S2(=O)=O | -7 | 72 | -1.1 | 4
CCNC(=O)[C@H]1[C@H](CO)[C@H]2Cn3c(ccc(/C=C/c4ccccc4)c3=O)[C@@H]1N2CC | -3 | 29 | -2.5 | -1
C[C@@H]1CN([C@H](C)CO)C(=O)c2cc(NC(=O)Nc3ccc(C(F)(F)F)cc3)ccc2O[C@@H]1CN(C)S(=O)(=O)c1ccc(F)cc1 | 22 | 45 | -3.3 | 18
COc1ccc(NC(=O)N(C)C[C@H]2Oc3ccc(NS(=O)(=O)c4ccc(F)cc4)cc3C(=O)N([C@H](C)CO)C[C@@H]2C)cc1 | 51 | -90 | -1.7 | nt
O=C(C[C@@H]1C[C@H]2c3cc(NS(=O)(=O)c4ccc(F)cc4)ccc3O[C@H]2[C@@H](CO)O1)N1CCc2ccccc2C1 | -27 | 117* | 0.0 | 6
Cc1ccc(S(=O)(=O)N(C)C[C@@H]2OCCCC[C@H](C)Oc3ccc(NC(=O)Nc4ccc5c(c4)OCO5)cc3C(=O)N([C@H](C)CO)C[C@H]2C)cc1 | -75 | nt | -0.9 | nt
O=C(c1cccc(F)c1)N1CC[C@H]2[C@H](CO)Nc3ccc(C#Cc4ccccc4)cc3[C@H]21 | -53 | nt | 0.3 | 0
C[C@@H]1CN([C@H](C)CO)C(=O)c2cc(NC(=O)CCCN(C)C)ccc2O[C@H]1CN(C)Cc1ccc(C(=O)O)cc1 | 10 | 17 | -1.6 | -3
CC(=O)N(C)C[C@@H]1Oc2cc(C3=CCCCC3)ccc2S(=O)(=O)N([C@H](C)CO)C[C@H]1C | -4 | 3 | 0.5 | nt
N#C[C@@H]1[C@@H](c2ccc(-c3ccncc3)cc2)[C@@H](CO)N1C(=O)C1CCCCC1 | -65 | 57 | 2.7 | -4
CO[C@H]1CN(C)C(=O)c2cc(NC(=O)NC3CCCCC3)ccc2OC[C@H](C)N(CC2CCOCC2)C[C@@H]1C | -34 | nt | 1.7 | nt
COc1ccccc1NC(=O)N(C)C[C@@H]1Oc2ncc(C#CCC(C)C)cc2C(=O)N([C@H](C)CO)C[C@H]1C | -54 | 78 | -0.9 | -2
C[C@@H]1CN([C@H](C)CO)S(=O)(=O)c2ccc(C#Cc3ccccc3)cc2O[C@@H]1CN(C)C(=O)CN(C)C | -32&-68 | 15&67 | -2.4 | 34&31
COC(=O)N(C)C[C@@H]1OCc2ccccc2-c2c(n(C)c3ccccc23)C(=O)N([C@@H](C)CO)C[C@H]1C | -2 | -7 | 2.0 | nt
O=C(C[C@@H]1CC[C@@H](NC(=O)c2ccc3c(c2)OCO3)[C@@H](CO)O1)NCc1ccc(Cl)cc1 | 1 | 20 | -0.1 | 4
C[C@@H]1CN([C@@H](C)CO)C(=O)c2cc(NC(=O)CCCN(C)C)ccc2O[C@@H](C)CCCCO[C@@H]1CN(C)C(=O)Nc1ccccc1 | -8 | 6 | 1.9 | 0
COc1ccc2c3c([nH]c2c1)[C@H](CO)N(Cc1ccccc1OC)CC31CN(S(C)(=O)=O)C1 | -61 | nt | -1.2 | 4
C[C@H]1CN([C@@H](C)CO)C(=O)c2cc(-c3cccnc3)cnc2O[C@H]1CN(C)C(=O)C1CCOCC1 | -4 | -2 | -0.7 | 0
CC(C)NC(=O)N(C)C[C@H]1Oc2c(NC(=O)C3CC3)cccc2C(=O)N([C@H](C)CO)C[C@H]1C | -1 | 97* | -0.6 | -2
CO[C@H]1CN(C)C(=O)c2cc(NC(C)=O)ccc2OC[C@H](C)N(CCc2ccccc2)C[C@@H]1C | -15 | 3 | -0.8 | -2
CCCC(=O)Nc1ccc2c(c1)C(=O)N(C)C[C@@H](OC)[C@H](C)CN(CCC)[C@@H](C)CO2 | nt | -4 | -0.2 | -2
C[C@H]1CN([C@@H](C)CO)C(=O)c2cc(NS(=O)(=O)c3ccccc3)ccc2O[C@H]1CN(C)S(C)(=O)=O | 7 | -48 | 18 | 5
C[C@H]1CN([C@@H](C)CO)C(=O)Cc2cc(NC(=O)NC3CCCCC3)ccc2O[C@H]1CN(C)S(=O)(=O)c1ccc(F)cc1 | -7 | -7 | -0.2 | 2
COc1ccc(S(=O)(=O)N(C)C[C@@H]2OCCCC[C@@H](C)Oc3ccc(NS(=O)(=O)c4ccc(C)cc4)cc3C(=O)N([C@H](C)CO)C[C@@H]2C)cc1 | -14 | 57 | -1.4 | 5
C[C@H]1CN([C@@H](C)CO)C(=O)c2cc(NC(=O)Nc3ccc(C(F)(F)F)cc3)ccc2O[C@@H]1CN(C)Cc1ccc(C(=O)O)cc1 | 14 | -70 | 1.1 | nt
O=C1CN(S(=O)(=O)c2ccccc2)C[C@@H]2[C@H](c3ccc(C#Cc4ccccc4)cc3)[C@H](CO)N12 | -7 | nt | 0.6 | 5
CCC(=O)N1[C@@H](CO)[C@@H](c2ccc(-c3cccc(F)c3)cc2)[C@@H]1CNC(C)=O | -14 | 71 | 0.8 | -5
O=C(C[C@H]1C[C@H]2c3cc(NC(=O)C4CCC4)ccc3O[C@H]2[C@H](CO)O1)NCC(F)(F)F | 18 | -7 | -0.8 | -2
CC(C)NC(=O)Nc1ccc2c(c1)C(=O)N([C@H](C)CO)C[C@@H](C)[C@H](CN(C)C(=O)c1ccccc1)OCCCC[C@@H](C)O2 | -2 | -11 | -0.8 | 2
O=C(C[C@H]1CC[C@@H](NC(=O)CN2CCOCC2)[C@@H](CO)O1)NCCc1ccncc1 | 12 | -28 | -1.7 | nt
CCC(=O)N1CC2(C1)[C@H](c1ccccc1)[C@@H](CO)N2C(=O)c1ccncc1 | 1 | nt | -1.8 | -5

Sorted by the number under KDM4C inh (highest first): four from the list above
molecule | KDM4C inh
C[C@H]1CN([C@@H](C)CO)C(=O)c2cc(NS(=O)(=O)c3ccccc3)ccc2O[C@H]1CN(C)S(C)(=O)=O | 18
CCC(=O)N1[C@@H](CO)[C@@H](c2ccc(-c3cccc(F)c3)cc2)[C@@H]1CNC(C)=O | 0.8
CC(C)NC(=O)Nc1ccc2c(c1)C(=O)N([C@H](C)CO)C[C@@H](C)[C@H](CN(C)C(=O)c1ccccc1)OCCCC[C@@H](C)O2 | -0.8
O=C(C[C@H]1CC[C@@H](NC(=O)CN2CCOCC2)[C@@H](CO)O1)NCCc1ccncc1 | -1.7

Source: PubChem BioAssay
